Screening data deposited in PubChem BioAssay by several laboratories.
PHOSPHO1 inh: blocks human PHOSPHO1 phosphatase activity; hit rate 1.1% among 290,000; AID 1565; recombinant PHOSPHO1, absorbance phosphatase assay; Q8TCT1; inhibition, % at 13.3 µM; in the data active = inhibition above about 60%
Target sequence (Q8TCT1 whole entry, looked up): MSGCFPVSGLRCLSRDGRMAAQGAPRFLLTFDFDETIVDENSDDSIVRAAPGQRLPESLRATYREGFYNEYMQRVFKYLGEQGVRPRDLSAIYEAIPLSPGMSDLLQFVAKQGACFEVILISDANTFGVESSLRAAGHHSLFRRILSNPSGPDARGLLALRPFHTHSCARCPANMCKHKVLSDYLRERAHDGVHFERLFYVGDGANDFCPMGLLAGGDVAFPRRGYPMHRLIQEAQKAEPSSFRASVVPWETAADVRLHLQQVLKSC
IDE act: boosts human insulin-degrading enzyme activity in HEK cells | FAbeta-B cleavage, fluorescence polarization; 0% vehicle, 100% cell-free pure enzyme wells | activation, % at 5.96 µM | hit rate 0.073% among 340,000 | AID 493087;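 active = activation above the mean of all tested compounds plus 3 SD, set per screening campaign, cut at about 17% in these data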
p-CIP stab down: lowers stability of the mouse p/CIP coactivator protein | F442A p/CIP-EGFP cells, EGFP fluorescence, 16 h | hit rate 0.01% among 290,000 | AID 1984 | decrease of EGFP signal, % at 10 µM | Q05BA5;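 active = EGFP signal decrease of at least 30% at 10 µM or well 3 SD below plate mean, unless failing retest; inactive = the rest, including hits failing retest or dose response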; note: some compounds called inactive have numbers as strong as hits; many of its hits are not listed in these tables
GalR3 antagonist: blocks the human galanin receptor 3; O60755; HEK293 GalR3-CNG cAMP membrane potential fluorescence; galR3 body fused to GalR1 C-terminus; inhibition, % at 3 µM; hit rate 0.44% among 360,000; AID 651719;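 active = inhibition above the screen-wide average plus 3 SD, cut at about 13% in these data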;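 note: forskolin and galanin both at EC90 stimulate the cells; cAMP rise reported by CNG channel membrane potential dye signal; 0% = forskolin plus galanin with DMSO and 100% = forskolin alone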
Target sequence (O60755 1-299 limits assumed): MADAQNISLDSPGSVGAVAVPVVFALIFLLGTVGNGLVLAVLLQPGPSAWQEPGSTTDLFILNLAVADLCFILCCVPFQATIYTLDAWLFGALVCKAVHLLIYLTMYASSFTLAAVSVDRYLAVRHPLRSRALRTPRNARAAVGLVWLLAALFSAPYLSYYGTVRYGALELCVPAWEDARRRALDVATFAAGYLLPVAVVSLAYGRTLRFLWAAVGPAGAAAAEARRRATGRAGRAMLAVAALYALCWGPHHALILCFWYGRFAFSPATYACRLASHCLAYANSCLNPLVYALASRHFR
MEKK3 PB1 HTS: MEKK3-MEK5 PB1 interaction, increase or decrease. Q99759. bead-based flow cytometry, Alexa488-MEK5 binding to MEKK3; actives lie on both sides; 0 = blocked by unlabeled MEK5, 100 = vehicle. binding response (% of control), % at 10 µM. hit rate 1.4% among 290,000. AID 1529;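 active = binding response more than 3 SD above or below the average of its plate-row segment, actives on both sides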;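 note: Alexa488 bead fluorescence after subtracting the streptavidin-only scavenger bead signal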
CRFBP-R2 block: blocks CRF-induced signaling of the CRF-BP/CRF-R2 complex. HEK293 CRF-R2/CRF-BP, CRF-induced calcium fluorescence. inhibition, % at 11.8 µM. hit rate 0.59% among 350,000. AID 588475;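 active = inhibition of the ligand-induced calcium signal above about 50% at the single tested concentration, limit read from the data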
IDE inh: inhibits human insulin-degrading enzyme in HEK cells | P14735 | AID 434962 | hit rate 0.41% among 320,000 | inhibition, % at 5.59 µM | FAbetaB cleavage, fluorescence polarization;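 active = percent inhibition above the average of all tested compounds plus 3 SD, set per screening campaign, cut at about 16% in these data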;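 note: IDE supplied by intact live HEK cells; FP after avidin binding of uncleaved biotin substrate so inhibition keeps polarization high; 0% = DMSO wells and 100% = 60 µM reference IDE inhibitor Ii1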
CRFBP-R2 agonist: agonists of human CRF-binding protein/CRF-R2 receptor complex; HEK293 CRF-R2/CRF-BP, calcium dye fluorescence (FLIPR); percent of saturating CRF peptide response; activation, % at 13.2 µM; AID 588473; hit rate 0.46% among 350,000;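 active = activation of at least 50%, plus an integration ratio under a set limit after plate pattern correction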;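 note: plate controls were neutral control wells without compound for no effect and CRF at EC100 for full effect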
CHRM4 PAM: potentiates acetylcholine response at human M4 receptor; hit rate 0.4% among 360,000; activation, % at 3 µM; AID 624126; P08173; CHO-K1 hM4/Gqi5, Fluo-8 calcium fluorescence, ACh EC20; 0% = ACh EC20, 100% = maximal ACh;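 active = activation above its plate's cutoff, the mean activation of sample wells plus 3 SD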; note: some results filed as inactive read as strong as hits
Target sequence (P08173 whole entry, looked up): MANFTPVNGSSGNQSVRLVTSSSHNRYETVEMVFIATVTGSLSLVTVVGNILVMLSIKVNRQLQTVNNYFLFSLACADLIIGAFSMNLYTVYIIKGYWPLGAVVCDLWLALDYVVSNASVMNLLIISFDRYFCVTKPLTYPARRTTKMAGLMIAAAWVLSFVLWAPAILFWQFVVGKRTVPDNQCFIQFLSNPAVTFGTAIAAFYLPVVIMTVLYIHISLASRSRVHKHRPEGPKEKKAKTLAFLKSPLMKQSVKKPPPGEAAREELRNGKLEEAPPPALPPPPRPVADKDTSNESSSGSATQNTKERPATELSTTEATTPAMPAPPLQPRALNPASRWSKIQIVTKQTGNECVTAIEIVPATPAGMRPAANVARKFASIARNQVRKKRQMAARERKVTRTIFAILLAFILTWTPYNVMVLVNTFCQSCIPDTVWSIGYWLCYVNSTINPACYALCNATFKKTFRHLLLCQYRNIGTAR
Active calls of the source: *; . = no result given. This is a random part of the collection, and some 4.2% of all compounds hit somewhere here.

Below each compound – PHOSPHO1 inh | IDE act | p-CIP stab down | GalR3 antagonist | MEKK3 PB1 HTS | CRFBP-R2 block | IDE inh | CRFBP-R2 agonist | CHRM4 PAM
- CN(c1ccccc1)S(=O)(=O)c1cccc(NC(=O)c2cccc(C#N)c2)c1
    . | 0 | . | -8 | . | 16 | -5 | 1.5 | -12
- O=[N+]([O-])c1ccc(NN=Cc2ccc(O)cc2)nc1
    . | 3 | . | -4 | . | 0 | . | -0.5 | 5
- O=C(CSCc1ccco1)c1ccc(Cl)s1
    48 | . | -11 | . | 106 | . | -3 | . | .
- COc1ccc(CN(C)C(=O)CNC(=O)c2sc3ccccc3c2Cl)c(OC)c1OC
    . | -4 | . | 1 | . | -17 | . | -1.4 | -2
- O=C(Nn1c(SCc2cccc([N+](=O)[O-])c2)nc2ccccc2c1=O)c1ccccc1
    -17 | 4 | -12 | 0 | 99 | -4 | -7 | 0.4 | -22
- O=C(CCCCC(=O)Nc1ccccc1Cl)Nc1ccccc1Cl
    24 | 2 | 2 | -6 | 104 | 14 | -5 | -1.4 | 2
- Cc1cc(Cl)c2cc3ccccc3cc2n1
    12 | -5 | 1 | -4 | 103 | -10 | 4 | 0.0 | -9
- COc1ccc(CN(C)CC(=O)Nc2ccccc2C(F)(F)F)c(OC)c1
    16 | 4 | -6 | -4 | 98 | 25 | 1 | 0.5 | -4
- Cc1ccc(C)c(OCCC(=O)NNC(=O)c2ccncc2)c1
    . | 5 | . | -3 | . | 5 | -4 | -1.0 | -4
- COC(=O)c1cc(OC)c(OC)cc1NC(=O)c1ccc(C)cc1
    0 | 13 | -5 | -3 | 97 | 12 | -1 | -0.1 | 16
- C=CCN1C(=O)C2C3CC(=O)C(c4ccccc43)C2C1=O (stereo unspecified)
    1 | . | 0 | 2 | 99 | 16 | 3 | 0.9 | 2
- N#C/C(=C(/O)COc1cccc2ccccc12)c1nc2ccccc2[nH]1
    0 | 3 | 4 | . | 98 | 0 | -1 | -0.9 | -5
- COc1ccccc1N1CCN(C(=O)CSc2nc3ccccc3nc2N2CCC(C)CC2)CC1
    20 | 0 | -12 | -5 | 99 | -10 | -4 | 0.3 | -18
- COc1ccccc1C/C(N)=N/OC(=O)COc1ccc2ccccc2c1
    9 | 0 | 1 | -8 | 101 | 48 | 8 | 11 | 1
- COc1nc(NC23CC4CC(CC(C4)C2)C3)nc(OC)n1
    21 | 4 | 11 | -3 | 105 | -13 | 11 | 1.7 | 6
- COc1ccc(NC(=O)CSCc2cc(=O)n3nc(C4CC4)sc3n2)cc1
    32 | 3 | -5 | -5 | 97 | 10 | 3 | -1.2 | -3
- CC(C)n1c(SC2CCOC2=O)nc2ccccc21 (stereo unspecified)
    10 | 4 | -1 | -4 | . | 3 | 2 | -1.2 | -5
- COc1cc(/C=C/C(=O)OC(C)C(=O)Nc2c(C)n(C)n(-c3ccccc3)c2=O)ccc1O (stereo unspecified)
    . | 6 | . | -7 | . | 9 | 2 | -2.0 | -1
- CCOC(=O)N1CCN(C(=O)CSc2nnc(Cc3cccn3C)n2CCc2ccccc2)CC1
    62* | 6 | -11 | -4 | 101 | 10 | -3 | 2.1 | -10
- CCOc1ccc(S(=O)(=O)N2CCCCC2)cc1NC(=O)C1=COCCO1
    . | 6 | . | -2 | . | -1 | -2 | -2.5 | 3

The listing continues.
Below each compound – PHOSPHO1 inh | IDE act | p-CIP stab down | GalR3 antagonist | MEKK3 PB1 HTS | CRFBP-R2 block | IDE inh | CRFBP-R2 agonist | CHRM4 PAM
- COc1ccc(CNc2nc(-c3cccnc3)nn2C(=O)CC(C)C)cc1
    -20 | 2 | -4 | -5 | 102 | -1 | 2 | 3.3 | 0
- COc1ccc(C2CC(c3ccc4ccccc4c3)=NN2C(=O)CN2CCC(C(N)=O)CC2)cc1 (stereo unspecified)
    -1 | -3 | -7 | 14* | 72 | 19 | 4 | 0.9 | -2
- CCOc1c(C)cnc2c1c(=O)n(Cc1ccc(Cl)cc1)c(=O)n2C
    0 | 4 | -1 | 0 | 100 | -6 | 10 | 3.7 | -3
- CC1CC(C)CN(c2ccc(C(=O)OCC(=O)NC3CCCc4ccccc43)cc2[N+](=O)[O-])C1 (stereo unspecified)
    14 | 2 | -5 | 7 | 106 | 0 | 5 | 2.3 | -1
- O=C(COC(=O)c1cncc(Br)c1)NCc1ccccc1
    44 | 5 | 12 | -2 | 104 | 0 | 2 | 2.6 | 2
- C/C=C(\C)CN1CCCC(CO)(Cc2ccccc2)C1 (stereo unspecified)
    19 | 2 | 9 | -2 | 101 | 2 | -11 | -3.3 | 0
- O=C(NCC(=O)N1CCN(C(c2ccccc2)c2ccccc2)CC1)c1ccccc1Br
    . | . | . | 4 | . | 0 | . | -0.8 | -7
- CCOC(=O)c1cc(CC)sc1NC(=O)Cc1ccccc1
    -2 | -3 | 4 | -5 | 101 | -18 | -6 | -0.9 | -6
- CCCn1c(SCC(=O)Nc2ccccc2Cl)nc(O)cc1=O
    . | 4 | . | -2 | . | -2 | . | 3.3 | -8
- COc1ccc2[nH]c(=O)c(CN(C)C(=O)c3cccs3)cc2c1
    12 | 5 | -11 | -3 | 93 | -5 | 1 | -0.1 | 5
- CC1(O)N(CCC(=O)Nc2cccc(F)c2)C(=O)OC12CCCCC2 (stereo unspecified)
    25 | 6 | -1 | -2 | 105 | 1 | 2 | 0.2 | 5
- COc1ccc(NC(=O)/C=C/c2ccc(F)cc2)cn1
    16 | 3 | 4 | 3 | 99 | -1 | -3 | -1.2 | -6
- CCCCn1c(=O)c(C(=O)c2ccccc2)nc2ccccc21
    2 | 3 | -8 | -3 | 102 | -7 | 2 | 0.6 | 5
- Cc1cccc(OCCC(=O)Nc2ccc(Cl)cc2F)c1
    14 | -4 | 13 | -12 | 103 | -1 | 1 | -0.2 | -6
- O=C(CSc1nnc(NC(=O)C2CC(=O)N(c3ccc(F)cc3)C2)s1)NC1CCCC1 (stereo unspecified)
    -2 | 2 | -3 | 0 | 100 | 3 | 1 | 1.0 | -3
- Cc1ccc(C)c(SCC(=O)NC(=O)NC2CCCC2)c1
    . | 2 | . | -7 | . | -20 | -1 | -0.6 | 5
- CN(C)CCCNc1oc(/C=C/c2ccccc2)nc1C#N
    18 | -4 | -8 | -2 | 108 | 0 | 3 | 0.3 | 4
- Cc1nn(C)c(C)c1NS(=O)(=O)c1ccc(Cl)cc1
    . | 6 | . | -5 | . | 8 | 1 | 1.2 | -4
- Cc1ccc(-c2n[nH]c(=O)c3ccccc23)cc1S(=O)(=O)NCCN1CCOCC1
    6 | -3 | -1 | 5 | 103 | -17 | 2 | 1.1 | 3
- O=C(NC1CCCc2ccccc21)C1CCN(S(=O)(=O)c2ccccc2)CC1 (stereo unspecified)
    1 | 0 | -1 | -1 | 92 | 3 | -7 | 0.9 | 24

Other entries follow:
Below each compound – PHOSPHO1 inh | IDE act | p-CIP stab down | GalR3 antagonist | MEKK3 PB1 HTS | CRFBP-R2 block | IDE inh | CRFBP-R2 agonist | CHRM4 PAM
- COC(=O)c1ccc(C2C(C(=O)c3cc4ccccc4o3)=C(O)C(=O)N2CCCN(C)C)cc1 (stereo unspecified)
    13 | 2 | 1 | 1 | 111 | 114* | 2 | -0.4 | 5
- CCOc1ccc(NC(=O)Cn2nnc(C(=O)NCc3cccs3)c2N)cc1
    27 | 3 | -9 | 2 | 100 | 8 | -6 | 2.6 | -3
- CCOC(=O)c1c(NC(=O)c2ccc(C)cc2)sc2c1CC(C)(C)OC2
    34 | -5 | 10 | 4 | 106 | -3 | 8 | 2.0 | 12
- CCOC(=O)C1CCN(C(=O)Cn2nc(C)n3cccc3c2=O)CC1
    17 | 2 | -13 | -5 | 102 | -2 | 1 | -0.3 | 2
- COc1cc2[nH]c(=S)nc(Nc3ccc(NC(C)=O)cc3)c2cc1OC
    11 | -1 | 2 | -4 | 85 | 13 | -8 | 0.1 | 1
- CCNc1nc(NCC)n2c(SCC(=O)c3ccc(C(C)C)cc3)nnc2n1
    12 | 6 | 2 | -6 | 99 | 0 | 3 | -6.6 | -2
- CC(=O)Oc1ccc2oc(C)c(C(=O)N3CCOCC3)c2c1
    -2 | -3 | -11 | -4 | 107 | -9 | 0 | -1.9 | -1
- CSc1ccc(OC2CCCCC2NS(=O)(=O)c2ccc(Cl)cc2)cc1 (stereo unspecified)
    -9 | -4 | -12 | 1 | 107 | -67 | -4 | -2.2 | -7
- Nc1nc(SCC(=O)Nc2cc(Cl)ccc2Cl)n[nH]1
    . | 4 | . | -6 | . | 3 | 3 | 2.2 | 9
- COc1cc(/C=N/N2C(=O)C3C4c5ccccc5C(c5ccccc54)C3C2=O)ccc1O (stereo unspecified)
    -6 | 5 | 1 | -9 | 97 | -7 | -3 | 0.4 | 17
- CCOC(=O)C1=C(CN2CCN(C(=O)c3ccco3)CC2)NC(=O)NC1c1ccccc1 (stereo unspecified)
    21 | -3 | 4 | . | 99 | -3 | 0 | 0.0 | 5
- CC(=O)c1c(Cl)nc2cccc3c2c1-c1ccccc1C3=O
    19 | 4 | -20 | -6 | 107 | -17 | 1 | 0.9 | 4
- Cc1ccc(CNC(=O)C2(S(=O)(=O)c3ccc(C)cc3)CC2)cc1
    14 | 0 | -3 | -9 | 102 | 14 | 4 | -2.4 | -6
- O=C(Cn1c(-c2ccccc2)c[n+]2ccsc12)c1ccccc1
    12 | 8 | -12 | -1 | 102 | -2 | 6 | 0.8 | -4
- COc1ccc(CCN2C(=O)C3C(C2=O)C2C=CC3C23CC3)cc1OC (stereo unspecified)
    -18 | 0 | -58 | -4 | 92 | -5 | 0 | 0.0 | 3
- O=C1/C(=C/c2ccccc2F)SC(=S)N1CCC(=O)N1CCCCC1CCO (stereo unspecified)
    64* | -1 | 6 | -4 | 103 | -11 | 7 | -0.4 | -14
- Cc1csc(NC(=O)c2ccc(COc3ccccc3)o2)n1
    35 | 4 | -8 | -2 | 103 | 2 | 0 | 0.6 | -9
- Cc1cccn2c(=O)c(C=C(C#N)C#N)c(N3CCN(c4cccc(Cl)c4)CC3)nc12
    37 | -1 | -14 | -5 | 92 | 1 | 4 | 6.5 | 0
- COc1cc(OC)c(C(=O)NC23CC4CC(CC(C4)C2)C3)cc1OC
    34 | 4 | 0 | -12 | 97 | -3 | 0 | -0.6 | -2
- O=S(=O)(Nc1ccccn1)c1cccs1
    21 | 3 | -3 | -2 | 103 | -10 | -2 | 1.4 | 1

Additional entries follow:
Below each compound – PHOSPHO1 inh | IDE act | p-CIP stab down | GalR3 antagonist | MEKK3 PB1 HTS | CRFBP-R2 block | IDE inh | CRFBP-R2 agonist | CHRM4 PAM
- CCOc1ccccc1CN1CCN(CC2=Cc3cc(OC)ccc3OC2)CC1CCO (stereo unspecified)
    32 | 3 | 8 | -10 | 104 | 0 | 4 | 0.2 | -19
- CNC(=S)N(Cc1cccs1)Cc1cc2cc(OC)c(OC)cc2[nH]c1=O
    -9 | -1 | 2 | -4 | 105 | -31 | 5 | -0.8 | 0
- CC(C)c1ccccc1NC(=O)CCc1nc2ccccc2s1
    -3 | 0 | -1 | -2 | 98 | -21 | 6 | 4.8 | 3
- Cc1cc(C(=O)OCC(=O)N(C)c2ccccc2)ccc1[N+](=O)[O-]
    36 | -5 | -4 | 7 | 97 | -11 | 8 | -0.6 | -13
- C=CCn1c(C)nnc1SCC(=O)Nc1nc(C)c(C(=O)N(C)C)s1
    18 | 0 | -4 | -5 | 101 | -2 | -5 | 0.8 | -4
